CSN deneddyl inh: blocks human CSN-mediated cullin deneddylation. actives 0.38% (n = 360,000). Q92905. Purified CSN, SCF-Nedd8-OG deneddylation, fluorescence polarization. inhibition, % at 12.5 µM;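 active means pattern-corrected inhibition above about 35%, with an unprinted fluorescence ratio check between 0.5 and 1.5, limit read from the data, passing the limit was not always enough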;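 further: 0% = enzyme with substrate and 100% = substrate without enzyme; some results filed as inactive read as strong as hits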
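Assay system: purified human Csn5 enzyme expressed in HEK293T cells; measure: % inhibition; also added: SCFSkp2-Nedd8OG substrate at 10 nM final; technique: fluorescence polarization; times: reaction 90 min, room temperature; medium: Tris buffer pH 7.5, NaCl, DTT, Tween-20, trehalose, ovalbumin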
TbMetRS inhib: Trypanosoma brucei MetRS inhibition; purified T. brucei MetRS, ATP depletion, Kinase-Glo luminescence; inhibition, % at 11.9 µM; actives 0.4% (n = 360,000); AID 624268;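 active means inhibition above a per-plate cutoff of the control wells' mean inhibition plus 3 SD, cut at about 5.5% in these data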;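 further: 0% = DMSO wells median and 100% = median of wells with control inhibitor compound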
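Material: T. brucei methionyl-tRNA synthetase, purified; reagent: substrates ATP, L-methionine and bulk Escherichia coli tRNA; dosing: 11.9 µM single point; timing: 15 min plus 2 h at 25 °C; detection: luminescence of leftover ATP; evaluation: % inhibition; control set: DMSO-only wells as low control; replicates: singlicate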
MsrA inhibitor: bovine MsrA inhibition; actives 0.75% (n = 360,000); inhibition, % at 15.5 µM; purified bovine MsrA, absorbance read-out; in the data active means inhibition above about 4.5%;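 further: 0% = vehicle wells with enzyme and 100% = reference inhibitor wells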
E coli Lon inh: E. coli protease La inhibition; purified E. coli Lon protease, fluorescence polarization; inhibition, % at 7.94 µM; actives 0.42% (n = 360,000); AID 602123; in the data active means inhibition above about 13%, passing the limit was not always enough;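 further: 0% = enzyme with probe and DMSO and 100% = no enzyme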
Rin1 Abl inh: blocks binding of human Rin1 to Abl | TR-FRET Rin1/Abl binding, biochemical | inhibition, % at 7.35 µM | P00519+Q13671 | actives 0.4% (n = 360,000) | AID 588664; in the data active means inhibition above about 5%, passing the limit was not always enough
FAS TE block: FAS thioesterase (human) inhibition; inhibition, % at 15 µM; recombinant FAS-TE, OMFH fluorogenic substrate, fluorescence endpoint; actives 0.67% (n = 360,000); P49327;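 active means compounds whose normalised, plate-corrected inhibition of enzyme fluorescence in the single-dose primary screen is 50% or more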;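 further: 0% = DMSO with enzyme and 100% = substrate without enzyme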
MsrA act: activates bovine MsrA enzyme; activation, % at 10.6 µM; purified bovine MsrA, absorbance read-out; actives 0.3% (n = 360,000); AID 602163; in the data active means activation above about 7.5%;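 further: 0% = vehicle and 100% = reference activator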
Neddylation inh: inhibitors of human cullin neddylation. calls only at 25 µM. P61081+Q13564. actives 0.58% (n = 360,000). TR-FRET cullin neddylation, biochemical; in the data active means inhibition above about 36%
MLLE-PAM2 inh: blocks PAM2 peptide binding to the PABP1 MLLE domain; P11940; GST-MLLE / FITC-PAM2 fluorescence polarization; inhibition, % at 20 µM; actives 0.36% (n = 360,000); AID 588489; in the data active means inhibition above about 35%, passing the limit was not always enough;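 further: plate controls were DMSO wells with GST-MLLE for no effect and wells lacking GST-MLLE protein for full effect; some results filed as inactive read as strong as hits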
The depositor's hits bear a star; i = inactive; x = not tested or not shown.

canonical_smiles	TbMetRS inhib	CSN deneddyl inh	Rin1 Abl inh	E coli Lon inh	MsrA inhibitor	MsrA act	Neddylation inh	FAS TE block	MLLE-PAM2 inh
CCCCCn1c(CN2CCN(Cc3ccccc3)CC2)nc2c1c(=O)n(C)c(=O)n2C	-0.3	4	-3	-2	-1.1	0	i	31	-3
COc1cccc(/C=C2\SC(N3CCC(C)CC3)=NC2=O)c1OC	-1.1	-1	0	-3	5.9*	-4	i	-2	36
O=C(Nc1ccccn1)C1CCN(S(=O)(=O)c2ccc3c(c2)OCCCO3)CC1	-0.3	-4	1	-5	-0.7	-4	i	6	-1
COc1ccc(S(=O)(=O)NCc2ccc(C(=O)N(C)Cc3ccco3)cc2)cc1	1.0	2	-2	-1	-0.1	0	i	1	2
COc1ccc(C(=O)c2ccc(C)cc2)c(OC)c1OC	-0.4	-7	3	7	-0.4	1	i	-2	-5
Oc1ccc(Nc2nc(-c3ccccc3)nc3ccccc23)cc1	-0.4	0	1	-5	x	-6	i	3	-1
COc1ccc(Cl)cc1NS(=O)(=O)c1cccc(C(=O)NCC2(N(C)C)CCCCC2)c1	-0.3	-5	4	-5	-0.2	1	i	-5	10
O=C(/C=C/c1ccco1)NC1CCCC1	0.0	-3	1	-9	0.5	-4	i	-5	11
CCCn1c(SCC(=O)NCc2ccc(Cl)cc2)n[nH]c1=O	-1.4	5	-1	-6	1.2	-12	i	-1	-2
c1ccc(COc2ccc(CNCc3cccs3)cc2)cc1	0.5	1	3	-4	1.2	-1	i	7	0
COc1ccc(CNC(=O)C2CC(c3ccc(OC)cc3)=NO2)cc1 (stereo not drawn)	0.1	-5	-2	7	0.8	-2	i	-6	-5
CCC(C)[C@H](NS(=O)(=O)c1ccc(C)cc1)C(=O)N1CCC(C(=O)N[C@H](C(=O)O)c2ccccc2)CC1 (stereo partly drawn)	-0.1	1	1	-1	-0.3	0	i	-4	4
CC(C)NC(=S)N1CCN(Cc2ccc3c(c2)OCO3)CC1	-0.5	-7	0	-8	1.1	-3	i	-2	-122
COc1cccc(CNC(=O)Cn2ccc3cc(S(=O)(=O)N4CCCCCC4)ccc32)c1OC	-0.3	3	-3	-1	0.8	1	i	13	0
COc1ccccc1CN1CC(C(=O)NCc2ncccc2C)CCC1=O (stereo not drawn)	-0.4	-2	1	4	-0.9	-4	i	-5	-12
Cc1cccc(C)c1NC(=O)CCS(=O)(=O)c1cccc2nonc12	-0.8	3	-1	-2	-0.1	-3	i	-1	-7
O=C(c1ccccc1)c1cnc[nH]1	-1.2	-2	-4	5	0.4	-8	i	-11	13
Cc1cc(=O)oc(C)c1C(=O)N1CCN(C)CC1	-0.4	-4	-4	-9	0.0	-1	i	-4	-5
Cc1cc(-c2ccc(C)c(S(=O)(=O)Nc3cc(C)on3)c2)on1	0.7	-3	3	-1	0.2	-2	i	-5	15
O=C(CN1C(=O)C2CC=CCC2C1=O)N1CCN(S(=O)(=O)c2ccccc2)CC1 (stereo not drawn)	-0.3	1	-3	1	-0.9	-2	i	-8	14
Cc1ccc2cc(CCNC(=O)C(C)(C)C)c(=O)[nH]c2c1	-0.5	5	-2	5	1.5	2	i	-2	-7
O=C(c1cc(Br)c[nH]1)N1CCCCC1	0.2	2	-2	-3	0.6	-1	i	-4	-6
CCOC(=O)N1CCC2(CC1)C(C(=O)C13CC4CC(CC(C4)C1)C3)C2(C#N)C#N (stereo not drawn)	0.0	-1	-5	-1	0.1	-2	i	14	2
O=C(c1ccc(F)cc1)c1c[nH]c(C(=O)NCc2cccnc2)c1	1.4	0	-1	4	0.7	0	i	-7	1
O=C(Nc1ccc(F)cc1)Oc1ccc[nH]c1=O	-0.5	-1	-2	7	-0.5	-2	i	0	3
COc1cc(NC(=O)COC(=O)CCc2nc3ccccc3c(=O)[nH]2)cc(OC)c1	-0.3	1	-2	1	-0.4	-3	i	-3	-27
O=C(COc1ccc(Cl)cc1)NCCSCc1ccccc1Cl	0.0	-13	2	6	-0.3	0	i	20	17
CCCNC(=O)C1(C)CCCN(C(=O)Cc2ccc(OC)c(OC)c2)C1 (stereo not drawn)	-0.3	-6	-4	7	0.3	0	i	-6	3
Cc1ccc(NC(=O)C2(C)CCN2C(=O)Cc2ccc(-c3ccccc3)cc2)cc1 (stereo not drawn)	-0.1	2	0	-10	-0.3	0	i	26	-7
CC(=O)c1cccc(NC(=O)/C(=C/c2ccco2)NC(=O)c2ccco2)c1	0.2	11	-2	-12	2.9	-4	i	-12	-41
Cn1c(=O)c2c(nc(N/N=C3\CCCc4ccccc43)n2Cc2ccc(F)cc2)n(C)c1=O	0.6	1	-2	-6	0.3	-2	i	18	-3
Cc1cc(CC(C)C)n(-c2nc3ccccc3c(=O)n2OCC(N)=O)n1	-1.9	-8	-6	12	0.7	-2	i	2	-1
CC(OC(=O)CCCN=C1NS(=O)(=O)c2ccccc21)C(=O)N(C)c1ccccc1 (stereo not drawn)	-0.3	1	0	-2	-0.4	-9	i	-2	-29
CC(C)(C#CCN1CCCCC1)OCCOC(c1ccccc1)c1ccccc1	0.4	-4	-3	-2	-0.3	0	i	23	-20
CCOn1c(=O)c(-c2ccccc2)[n+]([O-])c2ccccc21	2.3	2	1	0	4.2	-4	i	-2	-1
COc1ccc2cc1Oc1ccc(cc1)CC1c3c(cc(OC)c4c3Oc3cc5c(cc3O4)CCNC5C2)CCN1C (stereo not drawn)	-0.1	4	7	-5	x	0	i	49	-5
CN(C)c1ccc(P(=O)(COc2ccc([N+](=O)[O-])cc2)c2ccc(N(C)C)cc2)cc1	-0.1	3	-6	-10	1.6	-2	i	26	7
CC(C)N1CCC(n2nccc2NC(=O)c2ccc3c(c2)OCO3)CC1	-0.2	5	-2	-5	-0.1	-4	i	-5	8
FC(F)(F)c1cc(NC2CCCCC2)ccn1	-0.5	-4	1	-6	-0.6	1	i	-1	12
Cc1nc2c(C(=O)NCc3ccccc3)c[nH]n2c(=O)c1Cl	-0.7	5	-2	-4	3.9	-2	i	-2	24
Cc1cc(C)cc(NC(=O)Nc2ccccc2N2CCCCC2)c1	-0.5	-1	-2	8	-1.1	-8	i	9	-9
NC(=O)c1c(NC(=O)c2ccc(F)cc2Cl)sc2c1CCC2	-0.5	6	2	-17	-0.2	-2	i	7	-1
COc1ccc(NC(=O)c2c(C)noc2C(C)C)cc1S(=O)(=O)N1CCCCC1	-0.4	1	1	1	0.3	-3	i	-2	2
CCOC(=O)C1CCN(C(=O)COC(=O)c2oc3ccc(OC)cc3c2C)CC1	-0.3	-3	3	-4	0.0	-2	x	6	4
Cc1nn2c(COc3ccc(NC(=O)c4ccccc4Cl)cc3)nnc2c2ccccc12	-0.3	-13	-6	-3	1.0	-3	i	5	9
CCOC(=O)c1cc2cc(OC)ccc2n1C1CCN(C)CC1	-0.1	3	x	3	0.3	-1	x	-8	x
Cc1ccc2c(c1)C(=O)OC1(O)C3C4C=CC(C4)C3C(=O)N21 (stereo not drawn)	-0.8	-3	-2	4	0.4	0	i	-8	-6
O=c1c2ccccc2ncn1-c1ccccc1F	-0.3	0	1	6	-1.8	-1	i	-2	-2
Cc1c(Cl)cccc1NC(=S)N(Cc1cccs1)C1CCCC1	0.1	5	-3	-1	-0.3	-4	i	24	-35
CCc1ccc(/C=C2/SC(=S)N(CC(=O)Nc3nc4ccccc4s3)C2=O)cc1	0.2	12	0	-1	-0.3	13*	i	8	17
O=C(NCCCc1ccccc1)c1cccs1	-1.1	0	0	11	-1.5	-8	i	-4	-6
C=CCNc1oc(Cc2cccc3ccccc23)nc1C#N	-0.7	8	-2	-4	0.0	-1	i	11	-22
O=C(N/N=C/c1ccco1)C(O)c1ccccc1 (stereo not drawn)	0.1	0	1	7	1.4	-2	i	-5	5
Cc1ccc(OCC(=O)N/N=C/c2cn(C)c3ccccc23)cc1	-0.2	3	-4	-9	1.2	-1	i	-5	-7
COc1ccccc1OC(C)C(=O)NNC(=S)NC1CCCC1 (stereo not drawn)	0.3	-3	0	-1	-1.3	-4	i	-2	-50
COCCNC(=O)c1ccc(N2CC3CC(C2)c2cccc(=O)n2C3)c(NC(=O)c2ccccc2Br)c1 (stereo not drawn)	-0.2	4	0	-1	2.2	-2	i	-9	-20
CCn1c(C)cc2c(c1=O)C(c1ccncc1)C(C#N)=C(N)O2 (stereo not drawn)	-0.9	-4	1	3	1.4	0	i	-8	4
O=C(NCCN1CCN(C(=O)c2c(F)cccc2F)CC1)C(=O)Nc1ccc(Cl)cc1	-0.1	6	1	1	0.1	-4	i	0	4
CN(Cc1cn(Cc2ccc(Cl)cc2)nn1)C1CN(Cc2cn(Cc3ccc(Cl)cc3)nn2)S(=O)(=O)C1 (stereo not drawn)	-0.4	-5	x	15	1.2	-3	i	5	x
CCOC(=O)c1ccsc1NC(=O)CCS(=O)(=O)c1ccccc1	0.4	0	2	4	0.0	-1	i	9	-5
CN(C)S(=O)(=O)c1ccc(N/C=C(\[N+](=O)[O-])S(=O)(=O)c2ccccc2)cc1	0.3	0	2	0	-0.8	-3	i	-4	0
Cc1ccc(C)c(NC(=O)C2C3CCCC2C3c2ccccc2)c1 (stereo not drawn)	-0.4	-4	2	-3	-0.9	-2	i	-5	-6

Random excerpt: two compounds from above
canonical_smiles	TbMetRS inhib	CSN deneddyl inh	Rin1 Abl inh	E coli Lon inh	MsrA inhibitor	MsrA act	Neddylation inh	FAS TE block	MLLE-PAM2 inh
Cc1ccc2c(c1)C(=O)OC1(O)C3C4C=CC(C4)C3C(=O)N21 (stereo not drawn)	-0.8	-3	-2	4	0.4	0	i	-8	-6
CCOC(=O)c1cc2cc(OC)ccc2n1C1CCN(C)CC1	-0.1	3	x	3	0.3	-1	x	-8	x

Screens from PubChem.

Compounds as they come; about 4% have a hit in one of these screens.
